Screening data as filed in PubChem BioAssay.
influenza NS1A: H1N1 influenza NS1A inhibitors, functional cell based assay (AID 504329). inhibition, % at 12.5 µM; hits with a dose series show IC50 in µM. NS1A functional cell-based assay, percent inhibition; higher % means a stronger effect. 340,000 compounds, 0.3% hits; in the data active = a potency from the dose series; inconclusive = inhibition above about 27% without an active follow-up result; also: strong numbers were not always called active
Salmonella PhoP GFP: Inhibition of PhoP regulon, Salmonella typhi GFP reporter cells, confirmation, 4 h (AID 1850); Salmonella Typhi PhoP-promoter GFP reporter, fluorescence, 4 h; higher % means a stronger effect; 310,000 compounds, 0.33% hits; inhibition, % at 50 µM, or IC50 in µM where a hit was titrated; in the data active = a potency from the dose series; inconclusive = inhibition mostly from about 25% at the one dose, without a potency; inactive = the rest, 99 in 100 with inhibition below about 19%;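 also: 0% = induced wells with vehicle and 100% = uninduced wells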
M. tuberculosis: growth inhibition of non-replicating M. tuberculosis (AID 488890) | Mycobacterium tuberculosis non-replicating, growth inhibition; higher % means a stronger effect | one-dose inhibition, % at 25 µM; IC50 in µM for titrated hits | 320,000 compounds, 0.39% hits; in the data active = a potency from the dose series; inconclusive = inhibition mostly from about 82% at the one dose, without a potency; inactive = the rest, 99 in 100 with inhibition below about 76%;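 also: plate controls were DMSO cells for no effect and high antibiotic wells for full effect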
M. tuberculosis HTS: M. tuberculosis growth inhibition, HTS (AID 449762); inhibition, % at 25 µM; hits with a dose series show IC50 in µM; 330,000 compounds, 0.59% hits; M. tuberculosis H37Rv growth inhibition, 7H9 media; higher % means a stronger effect; in the data active = a potency from the dose series; inconclusive = inhibition above about 70% without an active follow-up result;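 also: bacterial growth assessed after seven days of incubation; strong numbers were not always called active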
VEEV TC-83 Vero: inhibitors of VEEV TC-83 cytopathic effect, confirmation, Vero cells (AID 588727); 350,000 compounds, 0.13% hits; inhibition, % at 20 µM; hits with a dose series show IC50 in µM; Vero cells, VEEV TC-83 cytopathic effect inhibition; higher % means a stronger effect; in the data active = a potency from the dose series; inconclusive = inhibition mostly from about 14% at the one dose, without a potency; inactive = the rest, 99 in 100 with inhibition below about 12%; also: strong numbers were not always called active
VEEV TC-83 Vero 10K pilot screen: also measured in VEEV TC-83 Vero; calls as there; inhibition, %; measured here: 10K pilot screen inhibition
* marks the source's active call; other numbers are inactive results; i = inactive; ? = inconclusive; . = no result given.

Preview, three compounds:
SMILES	influenza NS1A	Salmonella PhoP GFP	M. tuberculosis	M. tuberculosis HTS	VEEV TC-83 Vero	others
COC(=O)C1=C(c2ccc(OC(F)(F)F)cc2)C[C@@H]2CC[C@H]1N2C(=O)NCc1cc(C)oc1C(F)(F)F	4%	.	-20%	6%	0.4%
O=c1[nH]c(N/N=C/c2ccccc2)nc2ccccc12	20%	-8%	48%	-3%	1.5%
CCc1nc2ccccc2c(C(=O)Nc2cc(C)ccc2C)c1C	-6%	-4%	34%	13µM*	1.1%

This part in full, from the start:
SMILES	influenza NS1A	Salmonella PhoP GFP	M. tuberculosis	M. tuberculosis HTS	VEEV TC-83 Vero	others
COC(=O)C1=C(c2ccc(OC(F)(F)F)cc2)C[C@@H]2CC[C@H]1N2C(=O)NCc1cc(C)oc1C(F)(F)F	4%	.	-20%	6%	0.4%
O=c1[nH]c(N/N=C/c2ccccc2)nc2ccccc12	20%	-8%	48%	-3%	1.5%
CCc1nc2ccccc2c(C(=O)Nc2cc(C)ccc2C)c1C	-6%	-4%	34%	13µM*	1.1%
C[C@@H](C(=O)Nc1ccc2c(c1)OCCO2)n1c(=O)[nH]c2ccccc2c1=O	-3%	-15%	-7%	2%	0.9%
O=C(CCNS(=O)(=O)c1ccccc1)NCCSc1ccc(Br)cc1	-12%	.	13%	1%	2.6%
CC(C)N(Cc1nc(-c2ccc(Cl)cc2)no1)C(=O)CN(C)S(=O)(=O)c1ccc(Cl)cc1	-3%	-1%	6%	-4%	i
Cc1ccnc(N2CCN(C(=O)CSc3nc4ccccc4nc3N3CCC(C)CC3)CC2)c1	-1%	7%	22%	4%	6.7%
CC(C)N1C(=O)c2ccc(C(=O)O)cc2C1=O	-21%	-2%	3%	-4%	5.2%
CCN(CC(=O)NCc1ccc(F)cc1)C(=O)c1ccc2c(c1)OCO2	-8%	.	.	-8%	0.3%
O=C(NCc1ccccn1)c1nc(Cn2cc([N+](=O)[O-])cn2)no1	2%	0%	2%	3%	0.1%
Cc1cccc(OCc2nnc(SCC(=O)Nc3ncc(C)s3)o2)c1	-1%	-5%	?	2%	0.6%
Cc1ccc(C)c(NC(=O)C2CCCN(S(=O)(=O)c3c(C)nn(C)c3C)C2)c1 (configuration not stated)	4%	4%	9%	-6%	2.5%
Cc1ccc(C(=O)C2=C(O)C(=O)N(Cc3ccccc3)C2c2cccnc2)o1 (configuration not stated)	2%	8%	7%	-10%	i
Cc1c(C(=O)N(C)CCC#N)oc2ccc(S(=O)(=O)N3CCOCC3)cc12	-3%	-5%	-4%	2%	0.4%
O=C(Nc1nc(-c2ccc(Cl)s2)cs1)c1ccncc1	1%	-1%	8%	3%	1.9%
CCC(=O)c1coc2ccc(O)cc12	-3%	-6%	47%	93%	2.7%
Cc1ccccc1N1CCN(S(=O)(=O)Cc2ccccc2)CC1	-8%	-6%	4%	4%	2.4%
COc1ccc(-c2cc(=O)oc3cc(OC(C)C(=O)NCc4ccccn4)ccc23)cc1 (configuration not stated)	5%	-2%	58%	-4%	7.2%
COc1ccc(C2CC(c3ccccc3)=NN2C(=O)COC(=O)COc2ccccc2)cc1 (configuration not stated)	-7%	4%	2%	2%	2.1%
O=C(c1ccccc1)C1CN(c2ccccc2)CC1c1ccc(Cl)cc1 (configuration not stated)	1%	3%	-8%	-3%	i
O=C(CCC(=O)N1CCN(c2ccc(F)cc2)CC1)c1ccc(Cl)cc1	-2%	0%	.	6%	1.6%
O=C1Nc2ccccc2S/C1=C/NCc1ccccc1Cl	12%	8%	-20%	-8%	0.9%	VEEV TC-83 Vero 10K pilot screen=1.6
CCN(CC)c1ccc(C(=O)NNC(=O)CN2C(=O)NC(C)(c3ccccc3)C2=O)cc1 (configuration not stated)	-2%	.	6%	-1%	3.3%
Cc1ccc2nc(SCc3nnc(-c4ccccc4)o3)[nH]c2c1	-2%	1%	48%	3%	4.1%
O=C(O)CSc1nnc2n(-c3ccccc3)c(=O)c3ccccc3n12	7%	4%	-6%	11%	0.3%
O=C(c1ccncc1)N1N=C2CCCCCC2C1(O)C(F)(F)F (configuration not stated)	-2%	-4%	-24%	-18%	i
CCOc1ccccc1C(=O)OC(C)C(=O)Nc1ccc(S(=O)(=O)N2CCCC2)cc1 (configuration not stated)	0%	.	13%	3%	6.9%
O=C(Oc1cccc2c(O)cccc12)c1ccccc1	5%	-9%	?	7%	4.7%
COc1ccc(Cl)cc1NC(=O)CN(C)CC(=O)Nc1ccccc1-c1ccccc1	0%	-4%	15%	3%	5.4%
CC1CCCCC1NC(=O)C1CCN(S(=O)(=O)c2cccc3nsnc23)CC1 (configuration not stated)	-21%	-4%	-8%	5%	0.6%
CN(C)c1cccc(C(=O)NCc2ccccc2Cl)c1	3%	-16%	17%	2%	1.4%
CC(C)CNC(=O)CCc1c[nH]c2ccccc12	1%	2%	14%	-1%	i
CC(O)C1CCC2C3CC[C@H]4CC(O)CCC4(C)C3CC3(OCCO3)C12C (some centres not stated)	-4%	18%	21%	9%	1.6%
CCOC(=O)CC1COCCN1Cc1cn(C)nc1-c1ccccc1F (configuration not stated)	4%	-7%	-3%	-1%	0.1%
COc1c(C)cc(C(=O)C2CCCN(Cc3cccc(O)c3)C2)cc1C (configuration not stated)	-4%	-7%	6%	-1%	1.8%
N/C(=N\NS(=O)(=O)c1ccccc1)c1ccccn1	10%	2%	2%	10%	2.2%

Sorted by formula weight (lowest first): 6 of the compounds above
SMILES	influenza NS1A	Salmonella PhoP GFP	M. tuberculosis	M. tuberculosis HTS	VEEV TC-83 Vero	others
N/C(=N\NS(=O)(=O)c1ccccc1)c1ccccn1	10%	2%	2%	10%	2.2%
O=C(c1ccncc1)N1N=C2CCCCCC2C1(O)C(F)(F)F (configuration not stated)	-2%	-4%	-24%	-18%	i
COc1c(C)cc(C(=O)C2CCCN(Cc3cccc(O)c3)C2)cc1C (configuration not stated)	-4%	-7%	6%	-1%	1.8%
CCOC(=O)CC1COCCN1Cc1cn(C)nc1-c1ccccc1F (configuration not stated)	4%	-7%	-3%	-1%	0.1%
CC(O)C1CCC2C3CC[C@H]4CC(O)CCC4(C)C3CC3(OCCO3)C12C (some centres not stated)	-4%	18%	21%	9%	1.6%
CC1CCCCC1NC(=O)C1CCN(S(=O)(=O)c2cccc3nsnc23)CC1 (configuration not stated)	-21%	-4%	-8%	5%	0.6%

(cont.)
SMILES	influenza NS1A	Salmonella PhoP GFP	M. tuberculosis	M. tuberculosis HTS	VEEV TC-83 Vero	others
O=c1[nH]c2ccccc2[n+]([O-])c1-c1ccccc1	1%	-5%	0%	-6%	1.4%
COC(=O)/C(=C\C(=O)c1ccccc1)Nc1ccc(OC)cc1	1%	-8%	6%	?	0.4%
Cn1nc(CC(=O)Nc2cccnc2N2CCOCC2)c2ccccc2c1=O	.	5%	-11%	-6%	.
CCN(CC)S(=O)(=O)c1ccc(N2CCCCC2)c(NC(=O)C2=COCCO2)c1	-1%	2%	12%	54%	7.0%
N#Cc1ccccc1OCC(=O)N1CCN(C(=O)c2ccco2)CC1	0%	2%	-2%	3%	i
COc1ccc(CC(=O)Nc2ccccc2C(=O)N2CCCC2)cc1	1%	-9%	-2%	-1%	1.8%
Cc1nc2ccccc2n1C1CCN(C(=O)Nc2ccccc2)CC1	-9%	0%	15%	-4%	i
Nc1nc(-c2cc(Cl)cc(Cl)c2OC(F)F)cs1	-4%	-3%	20%	1%	1.6%
COc1cc2c(cc1OC)CN(C(=O)NS(=O)(=O)c1ccc(C)cc1)CC2	7%	2%	-2%	-4%	0.3%
CC(=O)Nc1ccc(CN2CCN(Cc3ccc(F)c(F)c3)C(CCO)C2)cc1 (configuration not stated)	-5%	5%	5%	3%	1.4%
CCCCn1c(-c2csc(C(C)C)c2)n[nH]c1=S	-5%	-1%	-8%	3%	2.2%
COc1ncnc2sc3c(c12)CCCC3	-8%	-6%	0%	3%	1.2%
NC(=O)c1ccccc1OCC(=O)NS(=O)(=O)c1ccc(Cl)cc1	-17%	-4%	6%	-1%	i
CCOC(=O)c1cc(-c2cc3ccccc3o2)nc2c1c(=O)[nH]c(=O)n2CCOC	10%	-2%	6%	0%	1.3%
O=[N+]([O-])c1cc(S(=O)(=O)N2CCCC2)ccc1NCCc1ccccc1	6%	-9%	-2%	6%	4.9%
C#CCOCCOCCOCCNc1nc(N2CCN(C(=O)[C@H](CCCN=C(N)N)n3cc(C(N)[C@@H](C)CC)nn3)CC2)nc(N2CCN(C(=O)[C@H](CCCCN)n3cc([C@@H](N)[C@H](C)CC)nn3)CC2)n1 (some centres not stated)	8%	.	77%	14%	7.6%
CCCCn1c(N)c(N(CC(C)C)C(=O)C2CC(=O)N(c3ccc(C)cc3)C2)c(=O)[nH]c1=O (configuration not stated)	-8%	-5%	-7%	-8%	3.4%
CCOC(=O)NC1(NCc2ccccc2)Oc2ccccc2O1	-5%	-10%	13%	7%	i
O=C(O)C1CCCCC1C(=O)Nc1ccc(Cl)cc1Cl (configuration not stated)	-2%	6%	-4%	-8%	i
CN1CCOc2ccc(S(=O)(=O)NCCc3ccc(Cl)cc3)cc21	9%	6%	42%	0%	i
N#CC(C(=O)c1ccco1)c1ccccn1 (configuration not stated)	6%	-3%	-8%	-2%	0.5%
Cc1ccc(S(=O)(=O)NCCn2cnc([N+](=O)[O-])n2)cc1	-7%	-6%	-4%	-7%	0.6%
COc1ccc(N2CC(C(=O)N3CCC4(CC3)CC(=O)c3ccccc3O4)CC2=O)cc1 (configuration not stated)	-5%	4%	7%	1%	3.6%
Cc1ccc(NC(=O)C(=O)NNC(=O)c2ccccc2C)cc1Cl	-3%	6%	2.7µM*	?	1.7%
CCc1ccc(NC(=O)CCn2c(=O)c3cccn3c3ccccc32)cc1	11%	-1%	34%	8%	6.4%
CCOc1ccc(CCNC(=O)c2nnn(CC(=O)Nc3ccccc3C)c2N)cc1OCC	9%	-8%	-10%	-3%	0.3%
CCCC(=O)Nc1ccc(NC(=O)c2ccco2)c(OC)c1	-1%	9%	13%	-3%	0.7%
CCCCCCOC(=O)C[N+](C)(C)CCOC1CC2CCC1(C)C2(C)C (configuration not stated)	2%	37µM*	?	?	2.7%
COC(=O)/C(=C/Nc1ccccc1)[N+](=O)[O-]	-25%	-5%	-13%	-4%	4.6%
Cc1ccc(Cl)cc1NC(=O)CN1C(=O)NC2(CCCCCC2)C1=O	-15%	.	7%	-6%	2.6%
CCOC(=O)C(C)Sc1nnc(Cc2cc(=O)[nH]c(=O)[nH]2)n1-c1ccc(Cl)cc1 (configuration not stated)	-3%	1%	7%	-3%	0.6%
CCN(CC)S(=O)(=O)c1ccc(C)c(NC(=O)COc2ccc(Cl)cc2Br)c1	1%	5%	-22%	7%	i
CCCCn1c(=O)c(CCC(=O)OC(C)C(=O)Nc2cccc(Cl)c2Cl)nc2ccccc21 (configuration not stated)	2%	-11%	2%	1%	0.7%
COc1cc(/C=C2\SC(=O)N(CCNC(=O)c3c(C)noc3C)C2=O)cc(OC)c1OC	-1%	.	3%	-5%	1.0%
CCOC(=O)c1[nH]c2ccc(Br)cc2c1NC(=O)CCN1CCN(C(=O)OCC)CC1	-1%	-7%	13%	-9%	7.8%
O=C(Nc1cccc(C(F)(F)F)c1)c1cc(-c2cccs2)on1	8%	6%	.	.	i
CC(NC(=O)c1ccccc1NC(=O)CSc1nnnn1C)c1ccccc1 (configuration not stated)	-7%	5%	15%	-5%	1.6%
O=C(Nc1ccccc1C(F)(F)F)c1cccnc1	1%	2%	-6%	-3%	1.1%
O=[N+]([O-])c1ccc(Cl)cc1	-5%	.	-5%	0%	i

Looked up by structure from the list above:
SMILES	influenza NS1A	Salmonella PhoP GFP	M. tuberculosis	M. tuberculosis HTS	VEEV TC-83 Vero	others
O=C(O)CSc1nnc2n(-c3ccccc3)c(=O)c3ccccc3n12	7%	4%	-6%	11%	0.3%
CCOC(=O)C(C)Sc1nnc(Cc2cc(=O)[nH]c(=O)[nH]2)n1-c1ccc(Cl)cc1 (configuration not stated)	-3%	1%	7%	-3%	0.6%
